# Compound activity from PubChem.
# HRas wt GTP bind: changes GTP binding to wildtype human HRas; GTP binding activity, % at 10 µM; GST-Ras wt beads, Bodipy-FL-GTP binding, flow cytometry; actives lie on both sides; P01112; hit rate 0.14% among 190,000;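 active means GTP binding activity at least 20% away from the 100% baseline, either lowered as inhibitor or raised as activator; inconclusive means flagged as likely green fluorescent, judged across all proteins in the well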;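 further: 0% = unlabeled GTP competition control and 100% = no-compound control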
# Target sequence (P01112 whole entry, looked up): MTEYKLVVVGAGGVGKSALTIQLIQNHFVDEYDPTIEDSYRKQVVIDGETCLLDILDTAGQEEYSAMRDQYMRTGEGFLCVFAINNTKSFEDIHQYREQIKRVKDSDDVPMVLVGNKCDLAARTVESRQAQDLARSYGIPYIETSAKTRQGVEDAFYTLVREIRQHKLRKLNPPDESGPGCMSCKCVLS
# Cdc42 wt: human Cdc42 wildtype GTP binding change, either direction. GST-Cdc42 beads, Bodipy-GTP binding, flow cytometry; actives lie on both sides. percent activity (GTP binding), % at 10 µM. P60953. AID 761. hit rate 0.2% among 190,000;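 active means percent activity GTP binding at least 20 points away from the 100% baseline, either down as inhibitor or up as activator; inconclusive means compound flagged as likely green fluorescent from well-wide comparison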;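 further: median bead fluorescence of bound Bodipy-FL-GTP at 100 nM; 0% = excess unlabeled GTP control and 100% = no compound control; below 100% means less GTP binding so inhibitor and above means activator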
# Target sequence (P60953 whole entry, looked up): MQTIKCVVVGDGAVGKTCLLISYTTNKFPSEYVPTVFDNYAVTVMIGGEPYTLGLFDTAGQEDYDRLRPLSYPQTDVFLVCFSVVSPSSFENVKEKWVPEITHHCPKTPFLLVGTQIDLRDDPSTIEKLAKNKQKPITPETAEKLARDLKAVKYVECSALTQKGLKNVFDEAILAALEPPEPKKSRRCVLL
# Rac1 wt modul: alters GTP binding to wildtype human Rac1; hit rate 0.27% among 190,000; P63000; GST-Rac1 beads, fluorescent GTP binding, flow cytometry; actives lie on both sides; 0 = cold GTP competed, 100 = untreated; AID 757; GTP binding activity (% of control), % at 10 µM;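 active means GTP binding activity at least 20 points away from the 100% control level, either lower or higher; inconclusive means compound flagged as likely green fluorescent, judged across all proteins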
# Rab7 wt modul: alters GTP binding to wildtype dog Rab7 | GST-Rab7 beads, fluorescent GTP binding, flow cytometry; actives lie on both sides; untreated = 100%, excess cold GTP = 0% | GTP binding activity (percent of control), % at 10 µM | hit rate 0.055% among 190,000 | AID 758;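 active means fluorescent GTP binding to Rab7 beads changed by at least 20 points from the 100% baseline, either direction, mostly lower; inconclusive means compound itself probably fluorescent, or too few beads counted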;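 further: median green fluorescence of bound Bodipy-FL-GTP per Rab7 bead population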
# Bcl-XL Bim block: inhibitors of Bim-Bcl-XL interaction, human; Q07817; Bim peptide-Bcl-XL binding, bead flow cytometry, fluorescence; inhibition, % at 10 µM; hit rate 0.04% among 190,000; AID 1007
# Target sequence (Q07817 whole entry, looked up): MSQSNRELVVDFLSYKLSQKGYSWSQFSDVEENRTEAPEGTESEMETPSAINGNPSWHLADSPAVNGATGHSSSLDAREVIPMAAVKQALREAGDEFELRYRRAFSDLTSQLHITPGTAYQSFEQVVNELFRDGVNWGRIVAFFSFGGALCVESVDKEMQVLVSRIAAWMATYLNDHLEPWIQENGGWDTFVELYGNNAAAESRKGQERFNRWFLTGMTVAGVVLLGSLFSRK
# Bfl-1 Bim block: inhibitors of Bim-Bfl-1 interaction, human | Q16548 | Bead-based flow cytometry, Bim-Bfl-1 binding inhibition | inhibition, % at 10 µM | hit rate 0.12% among 190,000 | AID 1008;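 further: 0% = wells without compound plus tracer and 100% = blocker peptide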
# Rab2 wt GTP: changes GTP binding to wildtype dog Rab2A, up or down. GTP binding activity, % at 10 µM. P61105. hit rate 0.19% among 190,000. GST-Rab2 wt beads, Bodipy-GTP binding, flow cytometry. AID 760;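 active means GTP binding activity at least 20 points away from 100%, either lowered or raised; inconclusive means signal likely due to the compound's own green fluorescence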;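 further: 0% = beads with excess unlabeled GTP and 100% = no-compound control corrected for plate trend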
# Bim-Bcl-2: inhibitors of Bim-Bcl-2 interaction, human. AID 950. inhibition, % at 10 µM. hit rate 0.06% among 190,000. Bead-based flow cytometry, Bim peptide-Bcl-2 binding; in the data active means inhibition above about 40%; inconclusive means no clear call, values can overlap the other calls;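 further: 0% = no compound wells with probe peptide and 100% = reference peptide inhibitor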
# Bim-Bcl-W: human Bim-Bcl-W interaction inhibition | AID 952 | Q92843 | hit rate 0.02% among 190,000 | bead-based flow cytometry, Bim peptide-Bcl-W binding | inhibition, % at 10 µM;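 further: 0% = bound tracer without compound and 100% = peptide blocker; higher means less fluorescent Bim peptide bound to Bcl-W beads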
# Target sequence (Q92843 whole entry, looked up): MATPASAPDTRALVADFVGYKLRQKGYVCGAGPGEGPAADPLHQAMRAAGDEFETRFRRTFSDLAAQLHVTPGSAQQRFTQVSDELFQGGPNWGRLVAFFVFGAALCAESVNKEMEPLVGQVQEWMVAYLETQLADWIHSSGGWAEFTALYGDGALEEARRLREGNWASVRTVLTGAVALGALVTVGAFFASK
# Rac1 act GTP bind: alters GTP binding to activated mutant human Rac1. GST-Rac1 activated beads, fluorescent GTP binding, flow cytometry; actives lie on both sides; 100% means binding = to untreated wells. P63000. hit rate 0.11% among 190,000. percent activity (GTP binding), % at 10 µM;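 active means GTP binding at least 20 percentage points away from the 100% baseline, in either direction, so actives lie on both sides; inconclusive means Compound likely fluorescent itself, or too few beads counted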
# Bcl-B Bim block: inhibitors of Bim-Bcl-B interaction, human. Q9HD36. bead-based flow cytometry, Bim peptide-Bcl-B binding. inhibition, % at 10 µM. hit rate 0.073% among 190,000;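 further: 0% = tracer peptide without compound and 100% = reference inhibitor peptide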
# Target sequence (Q9HD36 whole entry, looked up): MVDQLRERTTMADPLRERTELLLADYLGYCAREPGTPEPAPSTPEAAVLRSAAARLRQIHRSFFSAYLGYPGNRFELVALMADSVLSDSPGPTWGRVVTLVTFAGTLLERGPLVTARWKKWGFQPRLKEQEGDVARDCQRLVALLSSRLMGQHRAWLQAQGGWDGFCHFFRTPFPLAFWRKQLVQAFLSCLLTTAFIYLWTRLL
# An asterisk follows results filed as active; ? = inconclusive. Unless noted, no stated cut-off is given here; in the data, active means inhibition above about 40%.
# Value order – HRas wt GTP bind	Cdc42 wt	Rac1 wt modul	Rab7 wt modul	Bcl-XL Bim block	Bfl-1 Bim block	Rab2 wt GTP	Bim-Bcl-2	Bim-Bcl-W	Rac1 act GTP bind	Bcl-B Bim block
COc1cccc(-c2nc3n(n2)C(c2cccs2)C(C(=O)Nc2cccnc2)=C(C)N3)c1 (stereo not given)
    98	105	104	94	-3	-1	100	-2	-2	97	0
CCN(CC)CCNC(=O)c1ccc(NC(=O)c2ccc(F)cc2F)cc1
    94	93	95	94	-2	-6	94	-2	-3	95	-5
Cc1ccc(C)c(NS(=O)(=O)c2cc(C(=O)N3CCCC3)ccc2Cl)c1
    97	96	98	106	-6	-4	98	-6	-5	95	-5
COc1ccc(CNS(=O)(=O)c2ccc3c(c2)CCN3C(=O)C2CC2)cc1
    96	99	99	97	-8	-4	97	-5	0	97	-6
COc1ccccc1-c1nnc(NC(=O)c2ccc(S(=O)(=O)N(C)C)cc2)o1
    99	100	102	98	-3	-15	99	-5	0	97	-7
CCOC(=O)Nc1cccc(NC(=O)c2cc(OC)cc(OC)c2)c1
    95	97	96	100	0	-6	95	-7	0	95	-6
Cc1cc(NC(=O)c2ccc(C#N)cc2)n(-c2ccccn2)n1
    97	96	99	98	0	3	95	1	1	95	1
COc1ccc(NC(=O)COC(C)=O)cc1OC
    95	93	99	102	-1	-2	98	0	-2	97	0
Oc1cccnc1CCc1ccccc1
    97	96	99	105	-8	-17	98	-12	-5	96	-6
COc1ccc(F)cc1S(=O)(=O)Nc1ccc(C)cc1
    103	103	106	101	-5	-6	102	-6	-1	103	-7
O=C(O)COc1ccc(NC(=O)c2ccc(NC(=O)c3ccco3)cc2)cc1
    94	93	95	93	0	-8	94	-1	2	97	-4
COc1cc(N)n(S(=O)(=O)c2ccc(C)cc2)n1
    100	99	99	104	0	-4	100	-5	-3	98	-7
CC(=O)Nc1ccc(S(=O)(=O)Nc2cccc(NC(=O)C(C)(C)C)c2)cc1
    ?	?	?	?	-4	-12	?	-6	-2	?	-6
CCC(=O)NC(c1ccc(OC)c(OC)c1)c1cc(Cl)c2cccnc2c1O (stereo not given)
    99	96	102	105	3	5	96	1	4	94	0
COC(=O)[C@@H](NC(=O)NCc1ccccc1F)C(C)C
    102	103	107	103	-2	-7	101	-9	0	99	-7
OC(COCc1ccccc1)CN1CCCC1 (stereo not given)
    101	101	103	99	-3	-5	99	-1	4	99	-1
Oc1ccc2ccccc2c1C=NCc1cn2ccsc2n1
    101	102	101	105	1	12	103	1	3	99	2
CC1(C)CC(=O)c2cnc(N3CCc4ccccc4C3)nc2C1
    99	100	99	97	9	-8	97	-3	-1	95	-8
O=C(COc1ccccc1)Nc1nonc1NC(=O)COc1ccccc1
    95	96	95	95	10	12	92	7	9	94	8
O=C(c1ccc(N2CCC3(CC2)OCCO3)c([N+](=O)[O-])c1)N1CCOCC1
    98	99	102	95	-7	-7	94	-6	-1	96	-4
CCOc1ccccc1Oc1c(C)oc2cc(OC(=O)N3CCOCC3)ccc2c1=O
    103	103	106	104	-3	-13	102	-8	0	100	-4
COc1ccc(-n2nnnc2SCC(=O)Nc2nnc(C)s2)cc1OC
    100	98	99	98	-1	-5	99	-2	-2	97	1
CSCCC(NC(=O)c1ccc(Cl)cc1)C(=O)OCC(=O)Nc1ccc(C#N)cc1 (stereo not given)
    98	101	100	97	-5	-7	99	-7	-7	98	-9
CC[C@H](CO)NCCN[C@H](CC)CO
    101	102	102	95	-1	0	98	2	0	97	0
CC1CN(c2nnc(-c3ccccc3)c3ccccc23)CC(C)O1 (stereo not given)
    98	95	98	89	-2	-3	97	-1	-2	95	-2
O=S(=O)(NCCNS(=O)(=O)c1cccs1)c1cccs1
    105	100	101	103	0	0	103	0	-1	99	-1
O=C(CN1CCc2ccccc21)Nc1ccc2c(c1)OCO2
    103	104	106	102	-7	-9	103	-5	6	102	-6
CC1(c2ccc(Cl)c(Cl)c2)NC(=S)N2C1NC(=S)N2c1ccccc1 (stereo not given)
    99	99	104	98	2	-5	98	-6	2	99	-8
CCc1ccc(NC(=O)N2CCC(c3ccccc3)C2)cc1 (stereo not given)
    96	95	97	95	-4	-6	97	-4	-2	96	-6
O=C(Nc1ccccc1)c1ccc(NCCN2C(=O)CCC2=O)c([N+](=O)[O-])c1
    102	96	98	104	-3	-8	100	-5	-2	96	-3
CCOc1ccccc1NC(=S)N(CCCN1CCOCC1)Cc1cn(C)c2ccccc12
    97	98	104	98	-8	-12	100	-4	-4	100	-5
CCCC(=O)c1cc(F)c(N2CCN(CCC#N)CC2)cc1C
    99	100	100	101	-1	-3	98	-3	-1	98	-4
COc1ccc(C(=O)Nc2ccc3nc(C)sc3c2)cc1OC
    98	94	93	103	-1	1	101	1	0	92	2
CCCCCCn1c(C(C)O)nc2ccccc21 (stereo not given)
    103	103	100	96	0	0	102	2	-3	101	0
O=C(Nc1cccn(Cc2c(F)cccc2Cl)c1=O)NC1CCCCC1
    95	99	98	94	4	2	98	7	4	98	-3
C=CCNC(=S)NNC(=O)c1ccc2c(c1)OCO2
    98	96	93	101	0	1	96	-1	-1	97	-15
CCOC(=O)c1cnc(-c2cccc(OC)c2)[nH]c1=O
    103	101	109	103	-6	-13	98	-12	0	99	-7
CCOC(=O)CCn1nc(-c2ccccc2)cc1N
    100	106	105	99	-5	0	104	-6	0	99	-4
Cc1csc(=Nc2c(C)n(C)n(-c3ccccc3)c2=O)n1-c1ccccc1
    98	93	95	102	3	-1	98	-2	1	93	-4
COc1ccc(CCn2c(=N)c(C(=O)N3CCN(C)CC3)cc3c(=O)n4ccccc4nc32)cc1
    102	105	105	102	1	-7	101	-2	3	101	-6
C/C(=N/NC(=O)CNC(=O)c1ccc2c(c1)OCO2)c1ccc2c(c1)CCCC2
    92	87	85	95	-2	-5	94	-4	-3	90	-5
Cc1ccn2c(CNCCCn3cccn3)c(C(=O)N3CCCCCC3)nc2c1
    96	99	98	103	-2	-10	99	-7	-4	95	-7
O=C(Cc1cccs1)N1CCC(c2nc3c(nnn3Cc3ccc(F)cc3)c(=O)[nH]2)CC1
    96	97	101	101	-7	-13	99	-8	-1	97	-12
CCS(=O)(=O)Nc1cccc(C2=NN(S(=O)(=O)c3ccccc3)C(c3cccs3)C2)c1 (stereo not given)
    99	102	106	100	-3	-7	101	-10	-3	100	-11
CCNc1nc(NCC)nc(OCCOC(C)=O)n1
    101	101	104	99	-4	-12	100	-14	-4	100	-6
COc1ccc(-c2cc(C(=O)NCCc3ccc(S(N)(=O)=O)cc3)c3ccccc3n2)cc1
    95	95	94	103	-1	-5	96	0	0	94	-3
Cc1cc2ncc(-c3ccc(Cl)cc3)c(N)n2n1
    95	93	96	89	0	3	93	5	2	92	-1
CC(C)(C)Cc1nnc(NC(=O)c2cc(-c3ccccc3)nc3ccccc23)s1
    96	98	100	97	3	4	95	1	5	97	0
CC(=O)Nc1ccc(N(C(=O)CNC(=O)c2ccco2)C(C(=O)NCC2CCCO2)c2ccccc2)cc1 (stereo not given)
    99	98	98	105	0	-3	99	-3	0	96	-2
COc1cccc(-c2nc(CS(=O)(=O)CC(=O)N3CCN(C)CC3)c(C)o2)c1
    98	101	102	96	-13	-11	97	-9	-6	97	-12

# Next section.
# Value order – HRas wt GTP bind	Cdc42 wt	Rac1 wt modul	Rab7 wt modul	Bcl-XL Bim block	Bfl-1 Bim block	Rab2 wt GTP	Bim-Bcl-2	Bim-Bcl-W	Rac1 act GTP bind	Bcl-B Bim block
COc1ccc(CC(=O)Nc2nnc(SCC(=O)NCc3ccco3)s2)cc1OC
    99	102	102	103	0	-5	102	-1	0	98	-1
O=[N+]([O-])c1ccc(N2CCCCC2)s1
    99	103	106	96	-3	3	98	1	0	98	-10
O=c1cc(CSc2nnc(Nc3ccccc3F)s2)nc2sccn12
    95	96	96	100	1	0	97	1	0	94	-5
O=C(Nc1ccc(NS(=O)(=O)c2ccccc2)cc1)c1cccnc1
    90	93	91	95	-1	-5	93	0	0	94	-1
O=C(CSCC(=O)N1CCCCC1)OCC(=O)c1c[nH]c2ccccc12
    97	98	98	97	-3	-11	94	0	3	95	-2
COc1ccccc1NC(=S)N(CCCN1CCOCC1)Cc1cn(C)c2ccccc12
    100	106	105	101	0	3	100	4	0	102	-3
O=C(C1CCN(Cc2cccs2)CC1)N1CCN(Cc2ccc3c(c2)OCO3)CC1
    94	97	97	94	-1	-6	96	-5	0	93	-4
CC(C)Cc1c(O)nc(SCC(=O)Nc2ccc3c(c2)CCC3)[nH]c1=O
    98	100	102	93	-7	-4	97	-3	-4	102	-8
COc1ccccc1CC(=O)N1CCN(c2ccc([N+](=O)[O-])cc2)CC1
    93	93	93	100	-2	5	98	0	-5	92	0
CCc1c(O)nc(SCC(=O)N2CCCCC2)n(-c2ccccc2C)c1=O
    94	96	91	92	-2	-7	90	-10	-5	91	-9
CCCc1nnc(NC(=O)Nc2ccccc2OC)s1
    102	107	106	101	-7	-2	103	-4	-4	103	-7
Cc1ccc(OCCOCCOc2ccc(Br)cc2/C=N\NC(=O)c2ccncc2)cc1
    99	101	102	100	-11	-14	96	-11	-3	98	-11
CS(=O)(=O)N1CCC(C(=O)Nc2ccc3c(c2)OCCO3)CC1
    98	99	100	100	-7	-13	98	-8	0	97	-7
Cc1ccc(NC(=O)C(=O)NCCOc2ccccc2Cl)cc1
    100	101	101	101	-3	5	98	0	-3	100	0
CCCc1[nH]nc2c1C1(C(=O)N(C(C)C)c3ccccc31)C(C#N)=C(N)O2 (stereo not given)
    103	103	98	99	-3	-5	101	-2	0	98	-1
CC(=O)c1ccc(N2CCN(C(=O)C3CCN(S(=O)(=O)Cc4ccccc4)CC3)CC2)cc1
    102	102	104	101	-2	-9	103	-11	0	103	-6
N#CCCSCc1ccc2oc(C(=O)O)cc2c1
    101	100	100	98	-4	-11	99	-5	1	93	-5
S=c1[nH]nc(-c2ccc(Cl)cc2)n1CCCN1CCOCC1
    96	98	92	97	-5	-1	96	-2	0	96	-10
COc1ccc(OC)c(NC(=O)C2CC(=O)N(CCc3ccccc3)C2)c1 (stereo not given)
    98	98	102	107	-1	0	99	0	-2	96	3
O=C(Nc1ccc(N2CCCC2)cc1)c1ccc([N+](=O)[O-])cc1Cl
    103	103	107	101	-2	-14	103	-5	-6	102	-10
O=C(/C=C/c1ccccc1[N+](=O)[O-])NCCN1C(=O)S/C(=C\c2ccc(F)cc2)C1=O
    99	96	95	106	0	-1	100	0	0	96	-6
O=C1CC(c2ccco2)CC(O)=C1C=Nc1ccccc1-c1ccccc1 (stereo not given)
    97	96	99	94	2	6	94	0	1	92	4
